High-throughput results from PubChem.
C1s inh: complement C1s protease inhibitors, primary screen, biochemical, 10-compound mixtures | Complement C1s subcomponent (Homo sapiens), P09871 | purified C1s, fluorogenic AMC substrate, pooled mixtures | mean inhibition % of two 10-compound mixtures (stronger effect = higher value), % at 5 µM (by protocol) | hit rate 0.16% among 62,000;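 active = inhibition above 20% in each of the two 10-compound mixture wells holding the compound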;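 note: 0% = enzyme wells lacking compound mixture and 100% = no-enzyme blank wells; some compounds called inactive have numbers as strong as hits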
CatG inh: human cathepsin G inhibitors, primary screen, biochemical, pooled compound mixtures, AMC fluorescence | P08311 | purified enzyme, AMC-tetrapeptide fluorescence | inhibition, % at 5 µM (by protocol) | hit rate 0.2% among 62,000 | AID 581, 2007;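 active = inhibition above 20% in each of the two mixture wells holding the compound; inactive = inhibition of 20% or less in either well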;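 note: 0% = enzyme control without mixture and 100% = blank lacking enzyme; strong numbers were not always called active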
Target sequence (P08311 21-244 limits assumed): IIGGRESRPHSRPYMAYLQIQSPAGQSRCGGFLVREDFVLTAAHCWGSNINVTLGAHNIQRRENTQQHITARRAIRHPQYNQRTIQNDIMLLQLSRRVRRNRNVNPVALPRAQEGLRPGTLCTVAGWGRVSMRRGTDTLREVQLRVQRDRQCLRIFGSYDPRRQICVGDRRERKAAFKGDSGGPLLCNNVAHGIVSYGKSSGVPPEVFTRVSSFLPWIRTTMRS
CatB mix inh: cathepsin B inhibitors from pooled compounds, primary screen, biochemical, compound mixtures, AMC fluorescence. P07858. Purified cathepsin B, AMC dipeptide fluorescence. inhibition, %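 (ten-compound pools at 5 µM per compound and 50 µM total)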. hit rate 0.06% among 62,000; in the data active = inhibition above about 22%, passing the limit was not always enough; inconclusive = no clear call, values can overlap the other calls;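 note: 0% = enzyme without compound and 100% = no enzyme blank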
FXIa inh mix: FXIa protease inhibitors in compound pools, primary screen, biochemical, 10-compound mixtures; Coagulation factor XI (Homo sapiens), P03951; purified FXIa, fluorogenic substrate, pooled mixtures; inhibition, % at 5 µM; hit rate 0.19% among 62,000; in the data active = inhibition above about 20%, passing the limit was not always enough;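 note: each value is inhibition by a whole ten-compound pool holding the compound; 0% = enzyme with no mixture and 100% = wells lacking enzyme; strong numbers were not always called active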
CatB block: human cathepsin B inhibitors, primary screen, biochemical, fluorogenic substrate. AID 453, 2006. hit rate 0.1% among 63,000. inhibition, %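 (tested at 10 µM)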. P07858. purified cathepsin B, fluorescence; in the data active = inhibition above about 21%;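 note: 0% = enzyme with no compound and 100% = no enzyme blank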
AP complement: alternative complement pathway inhibitors, primary screen, biochemical, ELISA, human serum, orthogonally pooled compounds; inhibition, % at 5 µM; AID 1235, 2008; LPS-coated ELISA, C3 deposition; tested in compound mixtures; hit rate 0.08% among 62,000;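 active = inhibition above 30% in each of the two pooled mixtures holding the compound, so the lower value exceeds 30%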;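 note: 0% = serum in Mg-EGTA without compound and 100% = EDTA serum blank; some compounds past the cut are filed as inactive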
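Assay system: Human serum alternative complement pathway, C3 deposition on LPS-coated wells | Incubation: 1 h serum-compound exposure at 37 °C | Doses: 5 µM per compound in ten-compound mixtures | Read-out: Percent inhibition | Technique: ELISA with HRP anti-human C3 antibody, TMB substrate, absorbance 450 nm | Replication: Two pool placements per compound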
E coli RNAP: E. coli RNAP inhibitors, biochemical; DNA-directed RNA polymerase subunit beta (Escherichia coli (strain K12)), P0A8V2; E. coli RNA polymerase, fluorescence transcription assay; AID 559, 2006; hit rate 0.2% among 62,000; inhibition, %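 (tested at 10 µM)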; in the data active = inhibition above about 20%;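 note: 0% = enzyme without compound and 100% = no enzyme blank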
CatS block: inhibitors of human cathepsin S, biochemical, compound mixtures; P25774; recombinant cathepsin S, AMC dipeptide fluorescence, pooled mixtures; inhibition, %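 (tested at 5 µM per compound within 10-compound mixtures)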; hit rate 0.06% among 62,000; in the data active = inhibition above about 32%, passing the limit was not always enough; inconclusive = no clear call, values can overlap the other calls;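 note: 0% = enzyme without compound and 100% = blank without enzyme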
Target sequence (P25774 115-331 limits assumed): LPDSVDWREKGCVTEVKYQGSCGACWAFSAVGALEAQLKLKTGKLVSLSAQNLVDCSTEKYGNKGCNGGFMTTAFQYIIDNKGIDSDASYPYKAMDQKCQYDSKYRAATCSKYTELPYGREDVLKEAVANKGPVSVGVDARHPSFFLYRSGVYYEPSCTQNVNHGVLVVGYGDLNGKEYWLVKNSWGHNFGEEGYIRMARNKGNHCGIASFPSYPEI
CatL inh: inhibitors of human cathepsin L, biochemical. Procathepsin L (Homo sapiens), P07711. purified cathepsin L, fluorogenic substrate, fluorescence. inhibition, %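 (tested at 10 µM)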. hit rate 0.17% among 58,000. AID 460, 2006; in the data active = inhibition above about 45%;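 note: 0% = enzyme with no compound and 100% = no enzyme blank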
Target sequence (P07711 114-288 limits assumed): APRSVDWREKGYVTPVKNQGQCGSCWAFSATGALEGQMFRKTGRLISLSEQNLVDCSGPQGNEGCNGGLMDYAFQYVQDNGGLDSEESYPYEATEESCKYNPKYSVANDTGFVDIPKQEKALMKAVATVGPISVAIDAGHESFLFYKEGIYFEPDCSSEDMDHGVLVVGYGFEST
Target sequence (P07711 292-333 limits assumed): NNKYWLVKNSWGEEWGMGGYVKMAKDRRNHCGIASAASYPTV
Numbers without * were called inactive; ? = inconclusive; nt = no result given.

SMILES	C1s inh	CatG inh	CatB mix inh	FXIa inh mix	CatB block	AP complement	E coli RNAP	CatS block	CatL inh
COc1ccc2[nH]c(=O)c(CN(C(=O)c3ccncc3)C(C)(C)C)cc2c1	-10	10	4	4	0	-7	9	-1	-2
Cn1c(NC(=O)c2ccc(F)c(F)c2)cc(=O)n(C)c1=O	16	11	-4	3	2	8	10	8	17
C=CCn1c(=O)c2ccccc2n2c(SCc3c(C(=O)OCC)oc4ccccc34)nnc12	-7	2	2	8	6	3	3	0	nt
c1ccc(COc2ccc(OCCOCCn3cncn3)cc2)cc1	2	6	8	7	3	19	4	0	nt
O=C1N=C(N2CCOCC2)SC1=C1CCCCC1	-56	-11	-11	-21	0	7	2	-30	7
Cc1ccc2nc3c(cc(C(=O)NCc4ccccc4)c(=N)n3CCCn3ccnc3)c(=O)n2c1	-113	-20	-5	-14	-3	-3	-3	0	-160
Cc1cccc(OCCOCCN2CCOCC2)c1C	13	10	-1	0	nt	3	2	4	10
Cc1cc(C)c2nc(SCC#N)cc(C)c2c1	18	11	5	12	4	0	8	16	10
O=S(=O)(NCCc1ccccc1F)c1cccc(S(=O)(=O)N2CCOCC2)c1	10	8	3	7	2	7	4	-19	9
CCC(C)c1ccc(NC(=O)CC(C)=O)cc1 (centres undefined)	-49	-1	-8	-7	-1	19	3	-14	4
O=C(NC1CCCCC1)c1cc2nc3c(c(C(F)(F)F)n2n1)CCCC3	2	1	2	-4	4	-11	9	9	18
CC1(C)CC(=O)C=C(Nc2ccc3c(c2)OCCO3)C1	-17	-1	-6	4	-3	-7	3	2	nt

Reprinted from the part before: 4 compounds, followed by the next part.
SMILES	C1s inh	CatG inh	CatB mix inh	FXIa inh mix	CatB block	AP complement	E coli RNAP	CatS block	CatL inh
O=S(=O)(NCCc1ccccc1F)c1cccc(S(=O)(=O)N2CCOCC2)c1	10	8	3	7	2	7	4	-19	9
CCC(C)c1ccc(NC(=O)CC(C)=O)cc1 (centres undefined)	-49	-1	-8	-7	-1	19	3	-14	4
O=C(NC1CCCCC1)c1cc2nc3c(c(C(F)(F)F)n2n1)CCCC3	2	1	2	-4	4	-11	9	9	18
CC1(C)CC(=O)C=C(Nc2ccc3c(c2)OCCO3)C1	-17	-1	-6	4	-3	-7	3	2	nt
N#Cc1nc(Cc2ccccc2)oc1NCc1ccccc1Cl	4	1	3	3	0	10	5	-1	nt
O=C1OCc2cc(NC(=O)C3COc4ccccc4O3)ccc21 (centres undefined)	3	2	0	-3	4	7	9	4	nt
CCN(CC)c1ccc(-c2nn3c(-c4ccccc4OC)nnc3s2)cc1	-30	-4	3	-5	-3	14	-1	-13	-28
CCOc1cc(C2C(C(=O)N3CCCCC3)=C(C)NC3=C2C(=O)CC(C)(C)C3)ccc1O (centres undefined)	1	-1	1	8	2	3	3	7	11
Cc1cc(N)c(NC2=CC(=O)CC(C)(C)C2)cc1C	-10	8	1	4	2	5	6	-2	8
CN1C(=O)N(CN2CCCCC2)C2C1N(C)C(=O)N2CN1CCCCC1 (centres undefined)	-3	0	6	5	-1	9	6	5	3
O=C(Nc1cccc(OC(F)(F)F)c1)c1ccc(Br)o1	-21	-12	-2	5	0	-7	-7	-5	-3
COc1ccc(S(=O)(=O)N(CC(=O)O)Cc2ccccc2)cc1OC	-73	-15	-8	-25	3	6	7	-28	-4
CC1(C)CC(=O)C(C=NCCc2ccc(S(N)(=O)=O)cc2)=C(O)C1	1	12	-8	0	-1	-8	8	4	0
COc1ccc(F)cc1S(=O)(=O)N1CCN(Cc2ccc3c(c2)OCO3)CC1	-3	-2	2	4	-1	0	3	1	1
COc1ccc(CCNC(=O)CSc2nnc(-c3cccc(C)c3)o2)cc1OC	-11	-3	-1	-3	-4	-4	9	7	1
O=C1SC(c2ccccc2)=N/C1=C/c1ccco1	5	9	4	7	3	11	3	-10	-1

Copied from above (two entries):
SMILES	C1s inh	CatG inh	CatB mix inh	FXIa inh mix	CatB block	AP complement	E coli RNAP	CatS block	CatL inh
COc1ccc(CCNC(=O)CSc2nnc(-c3cccc(C)c3)o2)cc1OC	-11	-3	-1	-3	-4	-4	9	7	1
O=C1SC(c2ccccc2)=N/C1=C/c1ccco1	5	9	4	7	3	11	3	-10	-1

(more compounds)
SMILES	C1s inh	CatG inh	CatB mix inh	FXIa inh mix	CatB block	AP complement	E coli RNAP	CatS block	CatL inh
O=C(NCCCN1CCN(c2ccccc2F)CC1)C1CCN(S(=O)(=O)N2CCOCC2)CC1	1	2	8	14	0	6	6	-5	3
O=C(COc1nnnc2ccccc12)N1CCCc2ccccc21	-11	7	1	-4	3	3	8	3	12
CCn1cc(S(=O)(=O)CC(=O)NC2CCCCC2)c2ccccc21	-30	-14	-1	2	0	-3	-9	-5	-5
Cc1nc(COC(=O)c2ccc(S(=O)(=O)N3CCCC3)cc2)cs1	6	14	5	15	-2	3	-1	-1	3
Cc1cc(C(F)(F)F)nc(SCC(=O)Nc2cc(C)on2)n1	12	11	-3	8	4	-1	8	2	nt
CCC(=O)N1CCN=C1SCc1ccc(F)cc1	-15	7	2	-7	-1	17	8	4	17
CC(C)CC(NS(=O)(=O)c1ccc2c(c1)oc(=O)n2C)C(=O)NC1CCCc2ccccc21 (centres undefined)	-20	-1	5	3	10	6	5	8	7
N#C/C(=C(/O)CN1C(=O)c2ccccc2C1=O)c1nc2ccccc2[nH]1	-15	-1	-6	-2	4	7	5	-1	10
O=c1c(Cc2ccccc2O)c(O)nc2n1CCCS2	0	-1	0	5	-1	20	-4	10	2
O=S(=O)(Nn1cnnc1)c1ccccc1Cl	-10	-8	5	5	4	-20	-13	?	8
CCOC(=O)c1cc(S(=O)(=O)N2CCN(C(=O)OCC)CC2)cn1C	-12	6	2	0	1	16	1	-1	-4
O=C(CSc1nnc(-c2ccccn2)n1Cc1ccccc1)NC1CCCC1	4	3	-1	10	1	7	0	-1	-1
CCOc1cccc(C(=O)Nc2ccc(N3CCN(S(C)(=O)=O)CC3)cc2)c1	-1	0	1	1	0	1	8	6	3
CCCN1C(=O)NC2(O)C(=O)c3ccccc3C12O (centres undefined)	15	7	0	7	-2	7	2	-3	-6
O=C(O)CCN1C(=O)C(=C2CCCCCC2)SC1=S	0	0	10	2	0	15	9	5	-4
COc1ccc(N2C(=O)C(CC(=O)Nc3ccccc3)N(Cc3ccc4c(c3)OCO4)C2=O)cc1 (centres undefined)	17	6	6	9	-1	14	4	0	4
CCOc1ccc(Cn2nnc(C(=O)NCc3ccccc3)c2N)cc1	-16	-4	2	2	4	6	1	20	6
Cc1ccc(C)c(NC(=O)CCN2CC(C)OC(C)C2)c1 (centres undefined)	0	2	-1	13	-2	13	-8	0	-1
CCOc1cc2[nH]c(=S)n(CCCN3CCOCC3)c(=O)c2cc1OCC	-3	-2	0	7	-1	17	-7	-5	-6
Oc1ccccc1C1Nc2cccc3cccc(c23)N1	3	0	5	7	-2	13	6	4	-11
Cc1cc(C)n(CCc2nc(-c3cc4ccccc4o3)cs2)n1	13	10	6	5	4	16	10	1	6
COc1ccc(-c2nnc(SCC(=O)N3CCc4ccccc4C3)o2)cc1	-51	-4	2	10	-6	14	3	8	20
N#Cc1c(C#N)c(-c2ccccc2)n(-c2ccc(C(=O)O)cc2)c1N	-12	-14	1	0	2	0	-5	0	0
CC(SCCc1ccccn1)C(=O)O (centres undefined)	-59	0	-3	8	-1	-2	2	-10	-4

An excerpt of these results, with values ahead of the structure:
C1s inh	CatG inh	CatB mix inh	FXIa inh mix	CatB block	AP complement	E coli RNAP	CatS block	CatL inh	structure
0	2	-1	13	-2	13	-8	0	-1	Cc1ccc(C)c(NC(=O)CCN2CC(C)OC(C)C2)c1 (centres undefined)
-51	-4	2	10	-6	14	3	8	20	COc1ccc(-c2nnc(SCC(=O)N3CCc4ccccc4C3)o2)cc1
15	7	0	7	-2	7	2	-3	-6	CCCN1C(=O)NC2(O)C(=O)c3ccccc3C12O (centres undefined)

More records.
SMILES	C1s inh	CatG inh	CatB mix inh	FXIa inh mix	CatB block	AP complement	E coli RNAP	CatS block	CatL inh
O=C1NCN(c2ccccc2)C12CCN(c1nnnn1-c1ccccc1)CC2	-9	6	0	4	-2	7	1	-3	-9
CCOc1nc(-c2ccccc2O)nc2ccccc12	-3	1	4	1	-2	6	-3	-4	-7
O=C1CCn2nc(-c3ccc(Cl)cc3)cc2N1	11	9	4	5	0	18	1	-1	-1
O=C(CSc1nc2c(c(=O)n1-c1ccc(Cl)cc1)SCC2)Nc1ccc2c(c1)OCCO2	0	9	5	4	5	14	11	30	12
Cc1ccc(C(=O)/C=C/Nc2cccc(O)c2)cc1	5	8	6	6	-3	-2	7	-2	-14
CSc1nnc(-c2ccc(S(=O)(=O)N3CCOCC3)cc2)n1CC1CCCO1 (centres undefined)	-3	9	-6	-1	0	11	2	2	10
CS(=O)(=O)N1CCCC(C(=O)NCc2ccc(F)cc2)C1 (centres undefined)	7	11	3	0	8	9	1	5	6
O=C(Nn1c(C2CCC2)nc2ccccc2c1=O)C1CCC1	-15	-10	5	0	7	-20	4	15	-1
CCCCC(=O)NC(Nc1nc(C2CC2)cs1)(C(=O)OCC)C(F)(F)F (centres undefined)	-37	4	2	-2	3	13	6	-6	9
COC(=O)Cn1cnc2c(nnn2-c2ccc(C)cc2)c1=O	2	0	2	3	4	-7	4	11	2
CCOc1ccc(CNc2ccc3c(c2)nc(C)n3C)cc1	-1	-2	-8	5	-3	7	-2	-2	1
Cc1occc1C(=O)Nc1nccs1	8	11	1	4	4	10	13	5	17
Cc1ccc(S(=O)(=O)N2CCC(C(=O)OCC(=O)N3CC(=O)Nc4ccccc43)CC2)cc1	-17	-7	-5	-9	-1	-2	3	9	2
CN(C(=O)c1ccccn1)c1nnc(-c2cccnc2)s1	8	9	7	4	2	16	10	6	6
O=C(Nc1ccon1)c1ccc(Cl)s1	-40	0	8	4	-5	17	2	0	-2
COc1cccc(CNc2ccc(S(N)(=O)=O)cc2)c1OC	6	9	3	2	4	13	10	-2	12
O=C(CN1CCCCC1)Nc1cccc(-n2cnnn2)c1	21	13	5	8	8	8	8	-3	11
Cc1ccccc1OCc1nc(-c2ccc(NC(=O)c3ccco3)cc2)no1	-1	-2	4	6	-7	11	5	-2	-1
CS(=O)(=O)N(Cc1nnc(-c2cccs2)o1)c1ccc(Cl)cc1F	13	11	7	0	0	18	7	-4	4

An excerpt; count on the stated rates, not on these rows.
